# KAT2A inh: qHTS Assay for Inhibitors of GCN5L2 | Histone acetyltransferase KAT2A (Homo sapiens), Q92830 | GCN5L2 HAT assay, ThioGlo1 CoA-SH fluorescence | Potency, µM (top dose mostly 58.9 µM), without a hit: at the top dose activity change, negative = inhibition, most hits filed as inhibitors | actives 0.21% (n = 390,000)
#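 ThioGlo1-coupled HAT assay: 20nM GCN5L2, 70uM acetyl-CoA, 75uM H3(1-25) peptide, pH 7.5. Fluorescence read at 340/540nm at start and after 20 min at room temperature.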
# FEN1 inhibitor: qHTS Assay for the Inhibitors of Human Flap endonuclease 1 (FEN1). Recombinant FEN1 flap cleavage, fluorescence, 15 min. Potency, µM (series often up to 114 µM), for the others: at the top dose activity change, negative = inhibition, actives largely listed as inhibitors. actives 0.35% (n = 390,000). AID 588795, 2011; also: nearly all actives have a fitted effect of over 65% in size
# Target sequence (P39748 whole entry, looked up): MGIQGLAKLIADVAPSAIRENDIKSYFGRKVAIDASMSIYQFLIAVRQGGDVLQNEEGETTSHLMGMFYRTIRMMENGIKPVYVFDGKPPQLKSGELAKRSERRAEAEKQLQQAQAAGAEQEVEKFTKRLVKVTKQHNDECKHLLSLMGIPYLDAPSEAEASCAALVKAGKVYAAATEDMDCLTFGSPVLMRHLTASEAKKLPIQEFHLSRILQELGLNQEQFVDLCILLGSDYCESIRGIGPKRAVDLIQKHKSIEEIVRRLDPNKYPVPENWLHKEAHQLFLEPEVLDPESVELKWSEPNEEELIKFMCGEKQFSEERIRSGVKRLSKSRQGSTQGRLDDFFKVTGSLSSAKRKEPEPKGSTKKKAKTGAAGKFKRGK
#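 With each library titrated from low to high concentration, compounds met 10 nM FEN1 for 15 min at room temperature before 50 nM substrate was added; readings at 0 and 15 min fed four-parameter Hill curve fits.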
# N370S GC: qHTS Assay for Inhibitors and Activators of N370S glucocerebrosidase as a Potential Chaperone Treatment of Gaucher Disease. Potency, µM (top dose mostly 59.4 µM), inactives show at the top dose activity change, negative = inhibition, hits mostly inhibitors. actives 0.092% (n = 330,000). N370S GC spleen homogenate, 4MU-glucoside fluorescence. AID 2101, 2009. Lysosomal acid glucosylceramidase (Homo sapiens), P04062;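 also: 0% = full enzyme activity and -100% = no enzyme basal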
# An asterisk follows results filed as active; ? = inconclusive; . = no result given; & = joins results of further samples; [ ] = another dose, or the depositor's remark. Calls follow the shape of the dose curve; as a rule, active = well fitted curve in the direction sought with a large enough effect; inconclusive = small, poorly fitted or top-dose-only effect, or another doubt; inactive = no such curve, though single readings can be large; an effect the other way counts as inactive or inconclusive. Unless noted, % is scaled to controls: 0 for no effect and ±100 for the full control effect; potency is read from the fitted curve at half-maximal effect. Random draw from the library. Share with any hit: about 0.54%.
Molecule	KAT2A inh	FEN1 inhibitor	N370S GC
O=C(O)C1C2C=CC(C2)C1C(=O)Nc1ccc(C(=O)N2CCCCC2)c(Cl)c1 (stereo not drawn)	7%	1%	5%
CC1(C)Cc2cccc(OCC(O)CNCc3ccccn3)c2O1 (stereo not drawn)	-13%	6%	-13%
CCOc1ccccc1NC(=O)CCn1c(=O)oc2ccccc21	-6%	-9%	-22%
CCN(CC)S(=O)(=O)c1ccc(N2CCOCC2)c(NS(=O)(=O)c2ccc(C)c(C)c2)c1	?	-6%	5%
CC12C(=O)N(c3cccc4cccnc34)C(=O)C1C1C=CC2C1 (stereo not drawn)	0%	-7%	-1%
Cc1ccnc(SCc2cc(=O)c(OC(=O)c3ccc(S(=O)(=O)N4CCCC4)cc3)co2)n1	-3%	-4%	3%
Cc1[nH]c2ccccc2c1CCN(Cc1cccs1)C(=S)Nc1ccccc1	-10%	-25%	30%
COc1ccc(OC)c(N=C2C(=O)Nc3ccccc32)c1	0%	9%	-1%
CCOc1cccc(N2C(=O)CC(N(CCc3ccc(OC)c(OC)c3)C(=O)CC)C2=O)c1 (stereo not drawn)	-18%&-5%	-7%	0%&-4%
CCOc1ccc(OCCSc2nc3ccccc3[nH]2)cc1	-7%	-23%	-4%
OCC[C@H]1C[C@@H](O)[C@H](O)[C@@]2(Cc3ccccc3O2)O1	2%	16%	-3%
CCN(CC(=O)Nc1cc(S(=O)(=O)N2CCOCC2)ccc1Cl)Cc1ccccc1	3%	-29%	.
Cc1cn(C)c(CC(=O)NCc2cccc(Cl)c2)c1C(=O)O	-9%	19%	.
Brc1ccc(-c2ccc(/C=N/Nc3nc4ccccc4[nH]3)o2)cc1	-14%	-7%	10%
CCOc1ccc(NC(=O)c2ccc(OCC3CCCO3)cc2)cc1S(=O)(=O)N(CC)CC (stereo not drawn)	-7%	-1%	.
COC(=O)c1ccc(-n2c(C)cc(-c3csc(NC(=O)c4ccc(S(=O)(=O)N(C)C)cc4)n3)c2C)cc1	-6%	3%	-5%
O=C(COC(=O)C1CC1)Nc1ccc(Cl)cn1	2%	-9%	.
CCCn1c(=O)c(C(=O)NCCc2ccc(OC)c(OC)c2)c(O)c2ccccc21	-8%	-13%	-4%
O=C(O)c1cc(Cl)c(Cl)cc1C(=O)N1CCCC1	3%	0%	3%
O=C(Nc1ccccc1C(F)(F)F)c1ncoc1-c1ccco1	9%	-5%	.
O=C(N/C(=C/c1ccc(F)cc1)C(=O)N1CCOCC1)c1ccccc1	?	2%	-4%
CN(Cc1cn(C)nc1-c1ccccc1F)C1CCOC1 (stereo not drawn)	-7%	-2%	-1%
COCCNC(=O)c1cc2c3ccccc3n(C)c2s1	9%	-3%	-17%
CCCC(=O)c1c(NC(C)C)cc(C)oc1=O	-2%	0%	11%
COc1ccccc1NC(=S)N(Cc1cccnc1)Cc1ccco1	-17%	-3%	-16%
O=C(O)CCn1c(SCc2ccccc2)nc2ccccc21	-16%	0%	-14%
CN(CC(=O)Nc1cccc2c1CCCC2)S(=O)(=O)c1ccc(Br)cc1	18%	10%	-1%
CCCc1nnc(SCC(=O)Nc2ccc(Cl)cc2Cl)o1	-6%	1%	-1%
O=C(CN1C(=O)S/C(=C/c2ccncc2)C1=O)N1CCOCC1	-8%	-2%	15%
C=C1C=CS(=O)(=O)N(C(C)C(=O)OC)C1 (stereo not drawn)	.	-19%	?

# Next part (3 carried over from the part before).
Molecule	KAT2A inh	FEN1 inhibitor	N370S GC
CCCc1nnc(SCC(=O)Nc2ccc(Cl)cc2Cl)o1	-6%	1%	-1%
O=C(CN1C(=O)S/C(=C/c2ccncc2)C1=O)N1CCOCC1	-8%	-2%	15%
C=C1C=CS(=O)(=O)N(C(C)C(=O)OC)C1 (stereo not drawn)	.	-19%	?
O=c1c2sc3ccccc3c2n(Cc2ccccc2)c(=O)n1Cc1ccccc1	-2%	32%	.
CC(=O)OC1CC[C@@]2(C)C3CC(=O)[C@]4(C)C(C(C)=O)=CCC4C3CC[C@H]2C1 (stereo partly drawn)	-8%	.	1%
O=S(=O)(c1ccc2c(c1)OCCCO2)N1CCNCC1	-22%	7%	-1%
CC1CCN(c2ccc(/C=N/n3nnnc3N)cc2[N+](=O)[O-])CC1	0%	0%	-3%
O=C(Cn1ccc(C(F)(F)F)n1)N/N=C/c1ccc(N2CCOCC2)cc1	-20%	-2%	3%
CCOc1ccccc1NC(=O)CCc1nc(-c2cccc(C)c2)no1	0%	-13%	.
CCNC(=O)NC(=O)C(C)OC(=O)CCS(=O)(=O)c1ccc(C)cc1 (stereo not drawn)	-10%	1%	-26%
CSc1cccc(NC(=S)N(Cc2ccc(C)cc2)Cc2ccccn2)c1	-8%	-8%	-16%
CC(C)n1nnc2cc(C(=O)O)ccc21	-11%	.	16%
Cc1nnc(SC/C=C/c2ccccc2)n(N)c1=O	-10%	-4%	26%
N#CC1=C(S)N(c2ccccc2)C(c2cccs2)NC1=O (stereo not drawn)	-18%	6%	-6%
COc1ccc(N2CCN(C(=O)c3cccc(Br)c3)CC2)c([N+](=O)[O-])c1	-4%	-2%	-3%
O=c1cc(O)n(-c2ccccc2)c(=S)[nH]1	1%	-2%	6%
O=C(Nc1cccc(Br)c1)c1cc(S(=O)(=O)N2CCOCC2)cs1	-18%	2%	5%
O=C(Nc1ccc(Br)cc1)c1ccc(-n2cnnn2)cc1	-5%	17%	-2%

# Six entries drawn at random from the list so far, as already listed:
Molecule	KAT2A inh	FEN1 inhibitor	N370S GC
CCNC(=O)NC(=O)C(C)OC(=O)CCS(=O)(=O)c1ccc(C)cc1 (stereo not drawn)	-10%	1%	-26%
O=c1c2sc3ccccc3c2n(Cc2ccccc2)c(=O)n1Cc1ccccc1	-2%	32%	.
O=C(Nc1ccc(Br)cc1)c1ccc(-n2cnnn2)cc1	-5%	17%	-2%
O=C(Nc1cccc(Br)c1)c1cc(S(=O)(=O)N2CCOCC2)cs1	-18%	2%	5%
CC(C)n1nnc2cc(C(=O)O)ccc21	-11%	.	16%
CC(=O)OC1CC[C@@]2(C)C3CC(=O)[C@]4(C)C(C(C)=O)=CCC4C3CC[C@H]2C1 (stereo partly drawn)	-8%	.	1%

# (further entries)
compound,KAT2A inh,FEN1 inhibitor,N370S GC
CCN(C(=O)CCc1nc(-c2ccc(C)cc2)no1)c1cccc(C(F)(F)F)c1,-17%,-22%,.
O=C(Nc1ccc2c(c1)OCCO2)C1CCCN1C(=O)Nc1ccc(F)cc1 (stereo not drawn),0%,-4%,-2%
Cc1ccc(CCNC(=O)c2c[nH]c3ccc(S(=O)(=O)Nc4cccc(C(F)(F)F)c4)cc3c2=O)cc1,-13%,5%,.
CN(Cc1ccco1)c1nc(-c2ccoc2)nc2ccccc12,-30%,.,?
COc1cc(/C=N/n2cnnc2)ccc1Oc1nc(Cl)ncc1F,-1%,6%,-2%
O=C(NCC(c1ccco1)N1CCc2ccccc2C1)C(=O)Nc1ccccc1 (stereo not drawn),-7%,-8%,-8%
CCC(C)NC(=O)Cn1c(=O)ccc2cc(S(=O)(=O)N3CCCC3)ccc21 (stereo not drawn),2%,-7%,.
COc1cc(OC)cc(C(=O)NC2CCN(CCCOc3ccccc3)CC2)c1,-4%,-10%,-3%
O=C(CC1C(=O)NCCN1Cc1cccc(C(F)(F)F)c1)NC1CCOCC1 (stereo not drawn),-4%,2%,-4%
COc1ccc(-c2n(Cc3ccccc3)c3ccccc3[n+]2Cc2ccccc2)cc1,0%,-10%,4%
O=C(Nc1ccccc1F)C1C2C=CC3(O2)C1C(=O)N(c1cccnc1)C3C(=O)NC1CCCCC1 (stereo not drawn),-8%,5%,-21%
CSCCC(NC(=O)c1ccco1)C(=O)N1CCN(C(c2ccccc2)c2ccccc2)CC1 (stereo not drawn),-28%,-20%,2%
Cc1ccc(C)c(S(=O)(=O)c2nnn3c2nc(N2CCN(C)CC2)c2sccc23)c1,-14%,-4%,.
CNC(=O)Cc1nc2ccccc2n1CC(=O)Nc1cc(C)cc(C)c1,-5%,-12%,10%
CN1C(=O)CSc2ccc(NC(=O)Nc3ccccn3)cc21,-4%[0.501 µM],-14%,3%
c1ccc2c3c([nH]c2c1)-c1[nH]ncc1CC3,11%,?,-1%
COc1ccc(NC(=O)CN(C)C(=O)c2oc3ccccc3c2C)cc1,-7%,-6%,-1%
Brc1ccc(-c2csc(N3CCC(c4ccccc4)C3)n2)cc1 (stereo not drawn),-14%,1%,8%
O=C(Nc1ccc(Br)cn1)c1ccc(Cl)s1,-6%,4%,-1%
C1CCCCCC(NCCN2CCNCC2)CCCCC1,-2%,6%,-3%
O=C(CSc1nnc(-c2ccncc2)o1)NC1CCCCC1,3%,-5%,4%
CC1CCCCN1C(=O)CSc1nc(-c2ccccc2)no1 (stereo not drawn),-10%,-6%,.
O=C1CC(c2cccs2)c2cc3c(cc2N1)OCO3 (stereo not drawn),-10%,-4%,1%
COc1ccccc1Cc1nc2ccccc2n1S(=O)(=O)c1ccc(Cl)cc1,-2%,-1%,-3%
Cn1cc(S(=O)(=O)NCc2ccc(F)cc2)c(=O)n(C)c1=O,-2%,-1%,-13%
Cn1c(=O)c2cc(C(=O)NCCCN3CCN(c4cccc(Cl)c4)CC3)sc2c2ccccc21,-2%,-22%,.
Cc1cccc(C)c1NC(=O)CN(C)C(=O)c1cc(S(=O)(=O)N(C)C)ccc1N1CCCC1,-2%,0%,-14%
Cc1cccc(C)c1NC(=O)CNC(=O)C(C)N1CCCCC1 (stereo not drawn),1%,2%,.
CN(C)c1ncc2nc(-c3ccc(Cl)cc3)c(=O)n(Cc3cccs3)c2n1,-13%,.,19%
CC(C)(C)c1csc(NC(=O)C2=COCCO2)n1,-17%,2%,0%
CN(C)c1ccc([N+](=O)[O-])cc1C(=O)NCC(c1ccco1)N(C)C (stereo not drawn),-10%,-2%,-16%
COc1ccc2c(c1)CC/C(=C\c1ccc(OC)c(Cn3cccn3)c1)C2=O,-15%,-18%,?
COc1cccc(OCC(O)CN(CCO)Cc2ccccc2)c1 (stereo not drawn),-1%,-5%,2%
CC(C)C(=O)Nc1ccc(S(=O)(=O)N2CCC(c3nc4ccccc4[nH]3)CC2)cc1,-2%,0%,-6%
C/C(=N\NC(=O)c1cccc(Cl)c1)c1cccc(NC(=O)C(C)C)c1,1%,1%,-4%

# Assay outcomes deposited in PubChem BioAssay by National Center for Advancing Translational Sciences (NCATS).
